Screening data from PubChem BioAssay.
USP2a inh – blocks human ubiquitin-specific protease USP2a; O75604; USP2 core, Ub-CHOP2 coupled fluorogenic reporter, 485/531; Potency, µM (highest dose often 38.3 µM), for the others: top-dose activity change, negative = inhibition, usual class: inhibitors; 330,000 compounds, 0.01% hits;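 also: potency is read from the fitted curve at half-maximal effect; plate controls were DMSO wells for no effect and full inhibition by NEM control for full effect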
Target sequence (O75604 whole entry, looked up): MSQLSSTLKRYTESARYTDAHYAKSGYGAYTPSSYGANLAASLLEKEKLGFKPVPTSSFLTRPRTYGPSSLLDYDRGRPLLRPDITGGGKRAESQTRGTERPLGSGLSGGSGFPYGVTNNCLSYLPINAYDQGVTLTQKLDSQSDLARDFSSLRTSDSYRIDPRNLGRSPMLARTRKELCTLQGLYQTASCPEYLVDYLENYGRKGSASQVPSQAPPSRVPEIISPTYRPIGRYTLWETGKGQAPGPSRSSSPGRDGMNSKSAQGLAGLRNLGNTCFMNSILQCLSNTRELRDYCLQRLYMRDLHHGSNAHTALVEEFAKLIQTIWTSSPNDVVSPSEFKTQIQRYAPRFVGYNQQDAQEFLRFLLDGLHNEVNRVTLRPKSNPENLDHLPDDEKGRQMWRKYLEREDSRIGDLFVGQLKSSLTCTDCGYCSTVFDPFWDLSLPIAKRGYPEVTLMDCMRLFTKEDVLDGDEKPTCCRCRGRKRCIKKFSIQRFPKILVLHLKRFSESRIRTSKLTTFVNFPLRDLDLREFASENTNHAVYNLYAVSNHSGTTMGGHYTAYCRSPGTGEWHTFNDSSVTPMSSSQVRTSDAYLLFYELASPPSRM
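Cell-free coupled assay: 10nM USP2 core preincubated 30min RT with compound in Tris-HCl pH 8.0/CaCl2/CHAPS buffer, then 25nM Ub-CHOP2 and 25nM reporter substrate; fluorescence (Ex 485/Em 531) read after 60min RT, normalized to NEM inhibition, concentration-response curves fitted.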
Mito fusion act – blocks mitochondrial division or promotes mitochondrial fusion; Potency, µM (titrated, usually from 46.1 µM), for inactives: at the top dose growth rescue (activation), hits mostly activators; AID 485298; S. cerevisiae fusion-defective mutant growth rescue, CellTiterGlo 48 h; 320,000 compounds, 0.23% hits;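 also: potency is read from the fitted curve at half-maximal effect; % of control where 0% means no effect; nearly all actives have a fitted effect of over 45% in size; temperature-sensitive fusion mutants such as fzo1-1 at 37 °C on non-fermentable ethanol glycerol medium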
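Yeast fusion mutant, YPEG (non-fermentable carbon), compound, 48 h at 37C non-permissive; CellTiterGlo added, 10 min RT, luminescence read. Rescued growth = division inhibition.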
Eya2 inh – Eya2 (human) phosphatase inhibition; O00167; recombinant Eya2, OMFP fluorescence dephosphorylation (OMFP is methylfluorescein phosphate); Potency, µM (doses to about 76.9 µM), inactives show top-dose activity, negative = inhibition, most hits filed as inhibitors; 330,000 compounds, 0.006% hits; also: potency is read from the fitted curve at half-maximal effect; % is scaled to controls: 0 for no effect and ±100 for the full control effect
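Eya2 (0.2 uM) preincubated 10 min at ambient with compound, then OMFP substrate added at 50 uM; 10 min reaction in 50 mM HEPES pH 7.5, 50 mM NaCl, 5 uM MgCl2, 0.05% BSA, 1 mM DTT. Fluorescence read at Ex 485/Em 525 nm.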
Menin MLL FP TR – menin-MLL binding inhibition, Texas Red mutant peptide | O00255 | Menin + Texas Red MLL mutant peptide, fluorescence polarization | Potency, µM (top dose mostly 61.6 µM), inactives show at the highest dose FP activity change, negative = inhibition, usual class: inhibitors | 270,000 compounds, 0.23% hits; active = well fitted inhibition curve with a large enough effect in the polarisation, with a control signal flat, not every such curve was filed as active; inconclusive = small, poorly fitted or top-dose-only effect, or effect the other way, or a change in a side signal; inactive = no such curve, though single readings can be large or run the other way; the % refers to the polarisation; also: potency is read from the fitted curve at half-maximal effect; % of control where 0% means no effect; many of its hits are not listed in these tables
PKM2 act – increases activity of human pyruvate kinase M2 | purified PKM2, Kinase-Glo ATP luminescence, activation; response scale: 0% is enzyme alone, no compound | AID 1631 | 260,000 compounds, 0.34% hits | P14618 | Potency, µM (highest dose often 57.5 µM), for inactives: at the top dose activation, actives largely listed as activators; also: potency is read from the fitted curve at half-maximal effect; % is scaled to controls: 0 for no effect and ±100 for the full control effect; nearly all actives have a fitted effect of over 55% in size
Target sequence (P14618 whole entry, looked up): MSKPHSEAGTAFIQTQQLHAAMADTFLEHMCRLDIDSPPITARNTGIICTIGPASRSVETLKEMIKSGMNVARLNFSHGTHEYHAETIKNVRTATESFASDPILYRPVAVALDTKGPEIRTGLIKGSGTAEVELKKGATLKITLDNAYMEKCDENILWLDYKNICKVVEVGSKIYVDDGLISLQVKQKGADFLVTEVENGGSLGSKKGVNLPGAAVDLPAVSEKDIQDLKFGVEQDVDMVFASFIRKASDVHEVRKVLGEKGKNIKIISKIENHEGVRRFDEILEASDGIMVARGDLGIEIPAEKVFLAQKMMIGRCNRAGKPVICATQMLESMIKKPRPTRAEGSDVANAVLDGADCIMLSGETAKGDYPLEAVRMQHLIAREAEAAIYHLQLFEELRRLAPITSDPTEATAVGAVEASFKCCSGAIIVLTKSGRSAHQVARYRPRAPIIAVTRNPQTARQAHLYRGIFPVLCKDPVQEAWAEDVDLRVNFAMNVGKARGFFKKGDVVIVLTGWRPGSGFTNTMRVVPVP
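Kinase-Glo luminescence reports ATP generated from ADP (0.1 mM) and PEP (0.5 mM) by purified hPK-M2 after 1 h at room temperature, pH 7.2 imidazole buffer; intermediate enzyme activity allows detecting inhibitors and activators.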
GALK inhibitor – galactokinase (human) inhibition | P51570 | Purified GALK, Kinase-Glo residual ATP luminescence | Potency, µM (series often up to 57.5 µM), for the others: top-dose activity change, negative = inhibition, most hits filed as inhibitors | 270,000 compounds, 0.007% hits | AID 1868; also: potency is read from the fitted curve at half-maximal effect; % is scaled to controls: 0 for no effect and ±100 for the full control effect
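Kinase-Glo Plus luminescence measured ATP left after a 1 h room-temperature reaction. The reaction used 5 nM GALK, 100 uM galactose and 35 uM ATP at pH 8.0 (20 mM HEPES, 5 mM MgCl2, 60 mM NaCl, 1 mM DTT, 0.01% BSA).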
BCR signal inh – chronic active BCR signaling inhibition; Potency, µM (titrated, usually from 46.1 µM), without a hit: at the highest dose ratio change, negative = lower green/red ratio, actives largely listed as inhibitors; 340,000 compounds, 0.05% hits; ABC-DLBCL IkBa-CBG/CBR reporter, luminescence ratio, 4 h; active = well fitted inhibition curve with a large enough effect in the signal ratio, with a control signal flat, not every such curve was filed as active; inconclusive = small, poorly fitted or top-dose-only effect, or effect the other way, or a change in a side signal; the % refers to the signal ratio;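 also: potency is read from the fitted curve at half-maximal effect; plate controls were basal doxycycline-induced cells for no effect and cells given 10 µM MG132 for full effect; MG132 reads +100%, hits lower the ratio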
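Concentration-response series (up to 46 uM) were applied to TMD8 dual-reporter cells for 4 h at 37C with doxycycline. Green/red ratio, after filter-overlap correction, defined %Activity; red signal alone was normalised to basal cells and zero luminescence.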
S-ASM inh – blocks human secretory acid sphingomyelinase. P17405. placental ASM, HMU-PC fluorogenic substrate, 60 min. Potency, µM (series often up to 57.5 µM), for the others: at the highest dose activity change, negative = inhibition, hits mostly inhibitors. 340,000 compounds, 0.006% hits. AID 504937; also: potency is read from the fitted curve at half-maximal effect
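Human placenta-derived ASM preincubated with compound 10 min at room temperature, then reacted with 9 uM (final) fluorogenic HMU-PC substrate for 60 min at 37 C. Stop solution raises pH to 10; fluorescence read at Ex 386/Em 447 nm.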
MBNL1-CUG inh – inhibitors of human MBNL1 binding to CUG repeat RNA; Q9NR56; TR-FRET MBNL1-His/biotin-(CUG)12 binding, 665/545 ratio; Potency, µM (titrated, usually from 57.5 µM), for inactives: at the highest dose activity change, negative = inhibition, actives largely listed as inhibitors; 280,000 compounds, 0.036% hits; active = well fitted inhibition curve with a large enough effect in the signal ratio, with a control signal flat, not every such curve was filed as active; inconclusive = small, poorly fitted or top-dose-only effect, or effect the other way, or a change in a side signal; inactive = no such curve, though single readings can be large or run the other way; the % refers to the signal ratio; also: potency is read from the fitted curve at half-maximal effect; % is scaled to controls: 0 for no effect and ±100 for the full control effect
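Compound titration spanned 92 nM–58 uM against the MBNL1-His/biotin-(CUG)12 complex. After 60 min at room temperature with 5 nM streptavidin-XL665 and 0.055 ng/ul terbium anti-His, ratiometric 665/545 nm emission (Ex 340 nm) normalized to controls.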
TSHR antag – antagonists of human thyroid stimulating hormone receptor; P16473; TSHR-expressing cells, TSH-stimulated cAMP HTRF, 2 h; stronger effect = lower value; activity change, negative = inhibition, % at 11.5 µM; 330,000 compounds, 0.2% hits;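 active = activity change below a set negative limit, meaning inhibition stronger than a set level, cut at about -70% in these data; inconclusive = activity change between two set negative limits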; also: % is scaled to controls: 0 for no effect and ±100 for the full control effect
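TSHR-expressing cells, 200/well, pre-treated with compound, then stimulated with EC80 TSH (4nM final) for 2 hours at 37 deg C. cAMP measured by competitive HTRF: anti-cAMP cryptate antibody in lysis buffer plus cAMP-d2, read after 30 minutes at room temperature.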
hERG WT inh – blocks the wildtype human KCNH2 potassium channel. U2OS, BacMam KCNH2, thallium flux FluxOr; stronger effect = lower value. activity change, % at 1.84 µM. 340,000 compounds, 0.37% hits;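 active = maximum activity change below -70%; inconclusive = maximum activity change between -70% and -50%; inactive = maximum activity change above -50%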; also: % is scaled to controls: 0 for no effect and ±100 for the full control effect
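U2OS cells transduced with wild-type KCNH2 virus are loaded with FluxOr dye for 45 min, and thallium flux is measured in kinetic reads before and after stimulation buffer. Rate constants are normalized to DMSO controls.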
Numbers without * were called inactive; u = inconclusive; x = not tested or not shown. Unless noted, calls follow the shape of the dose curve; as a rule, active = well fitted curve in the direction sought with a large enough effect; inconclusive = small, poorly fitted or top-dose-only effect, or another doubt; inactive = no such curve, though single readings can be large; an effect the other way counts as inactive or inconclusive. The list is partial (hit frequency here may not be typical).

SMILES	USP2a inh	Mito fusion act	Eya2 inh	Menin MLL FP TR	PKM2 act	GALK inhibitor	BCR signal inh	S-ASM inh	MBNL1-CUG inh	TSHR antag	hERG WT inh
O=S(=O)(c1ccccc1)C(/C=N\O)/C=C/c1ccccc1 (stereo not drawn)	2.2%	0.4%	u	-11.7%	10.8%	0.5%	u	-0.2%	x	0.6	-3.2
O=C(N=C1SC2CS(=O)(=O)CC2N1c1ccc(F)cc1)C1CCCCC1 (stereo not drawn)	1.4%	-14.6%	0.5%	x	x	-2.8%	0.7%	-0.2%	6.2%	5.1	-14.2
O=C1C(=O)N(CCCN2CCOCC2)C(c2ccc(Cl)cc2)/C1=C(\O)c1ccc2c(c1)OCCO2 (stereo not drawn)	2.1%	1.0%	0.2%	x	x	-5.7%	-0.9%	-0.3%	16.2%	-5.1	1.4
c1ccc(CCCOCCC2CO2)cc1 (stereo not drawn)	3.8%	-0.9%	-7.3%	u	-9.5%	x	2.6%	x	7.9%	0.9	x
Cc1ccc(N2CS(=O)(=O)/C(=C/N(C)C)C2=O)cc1	6.1%	4.2%	-23.8%	u	12.2%	-1.1%	u	6.5%	-15.8%	29.5	0.3
CC(C)C(NC(=O)Cc1ccccc1)C(=O)N1CCN(c2cccc(Cl)c2)CC1 (stereo not drawn)	-1.4%	8.9%	1.0%	x	x	x	-9.0%	1.6%	x	-45.0	-19.7
CCC(C)(C(=O)NC1CCCC1)N(Cc1cccs1)C(C)=O (stereo not drawn)	3.1%	-2.8%	5.9%	10.9%	-1.4%	-2.0%	-7.8%	0.0%	-0.9%	-0.2	1.6
Cn1c(=O)oc2cc(S(=O)(=O)NC3CCN(Cc4ccccc4)CC3)ccc21	0.8%	10.0%	-12.1%	-1.0%	12.7%	0.0%	3.3%	-1.1%	u	13.3	6.2
COc1cc(/C=C2\SC(c3ccc(C)cc3)=NC2=O)cc(OC)c1OC	0.7%	0.3%	-10.2%	8.9%	7.9%	-10.0%	u	-5.1%	0.1%	-4.7	-9.9
O=S(=O)(c1ccc(Cl)nc1)N1CCCc2ccccc21	1.5%	-0.2%	-1.3%	-6.4%	1.7%	-1.4%	7.8%	1.0%	-3.2%	6.8	2.6
CC(=O)N1CCC(C(=O)NCCOc2cccc(C)c2)CC1	0.9%	-0.2%	-10.7%	-0.4%	-0.3%	9.8%	-1.6%	-3.8%	-6.0%	11.5	1.0
Cc1ccccc1-c1ccc(Nc2ccc(N3CCOCC3)cc2)nn1	-1.9%	-6.7%	13.1%	-3.1%	-1.6%	4.0%	1.8%	-0.6%	5.1%	-6.1	-32.6
CCOC(=O)c1cc2sccc2n1CC(=O)N1c2ccccc2CC1C (stereo not drawn)	-0.8%	10.2%	-1.8%	-2.6%	-4.9%	-2.2%	0.9%	7.2%	u	13.7	-1.1
COc1ccc(S(=O)(=O)N2CCCC2C(=O)NCc2ccccc2Cl)cc1 (stereo not drawn)	0.5%	2.3%	2.2%	-0.5%	1.7%	-0.3%	9.5%	1.6%	9.0%	-1.4	6.6
O=C(O)c1cc(S(=O)(=O)O)ccc1O	-0.7%	1.5%	-1.4%	4.1%	15.0%	-3.7%	0.1%	3.9%	-4.8%	-1.9	11.9
O=C(CN1C(=O)CNC1=O)Nc1ccc(Cl)cc1	-0.4%	-3.7%	-18.3%	x	-7.3%	0.0%	0.1%	-0.5%	-5.1%	1.8	2.2
O=C(CNc1cccc(S(=O)(=O)N2CCOCC2)c1)Nc1cccc(Br)c1	1.1%	2.4%	19.0%	x	x	x	-9.6%	-1.3%	x	-7.5	2.2
COC(=O)C(CCCN1C(=O)c2ccccc2C1=O)(NC(C)=O)c1nn[nH]n1 (stereo not drawn)	1.0%	-7.9%	-18.4%	7.9%	-4.3%	-0.2%	8.5%	6.7%	11.3%	9.1	3.2
Nc1cc(F)ccc1N1CCCCCC1	2.3%	2.7%	-6.3%	-11.0%	-11.5%	2.2%	-2.7%	-2.3%	x	3.8	-0.4
Cc1ccc(NC(=O)CCn2nc([N+](=O)[O-])cc2C)nc1	-0.2%	u	-0.3%	1.0%	1.5%	2.4%	4.7%	8.8%	19.0%	-4.7	-3.3
O=S(=O)(NCc1cccs1)c1ccc(Cl)s1	-0.1%	2.8%	10.1%	12.9%	-3.3%	-2.5%	1.7%	-4.2%	-0.5%	-10.3	-6.8
CC(Sc1nnc2n1CCCCC2)C(=O)Nc1ccccc1[N+](=O)[O-] (stereo not drawn)	-1.9%	x	6.0%	x	x	x	4.8%	3.4%	x	3.4	2.5
CCC1(c2ccc(F)cc2)NC(=O)N(CC(=O)c2cc(C)n(C3CC3)c2C)C1=O (stereo not drawn)	-1.0%	-5.3%	15.5%	x	x	x	-14.3%	0.2%	x	-12.6	-3.4
CC(=O)c1ccc(OC(C)C)c(CSc2nc(O)cc(=O)[nH]2)c1	0.6%	0.8%	4.4%	8.3%	-3.6%	7.6%	3.1%	1.1%	-15.8%	-9.0	1.5
Cc1ccc(C(C)c2c(C)c([N+](=O)[O-])cc(C)c2[N+](=O)[O-])cn1 (stereo not drawn)	-1.5%	0.1%	-11.7%	-12.9%	1.0%	1.5%	-0.9%	-4.1%	-2.0%	-12.1	3.5
The results go on.
SMILES	USP2a inh	Mito fusion act	Eya2 inh	Menin MLL FP TR	PKM2 act	GALK inhibitor	BCR signal inh	S-ASM inh	MBNL1-CUG inh	TSHR antag	hERG WT inh
COC(=O)C(C)Sc1nnc(SC(C)C(=O)OC)s1 (stereo not drawn)	2.7%	0.3%	22.7%	-9.0%	-10.9%	-4.4%	-1.6%	1.1%	-0.6%	-6.4	7.6
COc1ccc(NC(=O)c2c3c(nc4ccccc24)CCC3)cc1S(=O)(=O)N1CCOCC1	1.6%	0.0%	-3.8%	u	0.8%	-2.2%	0.0%	-6.0%	x	0.2	2.3
CCOCCCNC(=O)C(NC(=O)c1ccc(NC(C)=O)cc1)c1ccc(Cl)cc1 (stereo not drawn)	5.7%	-2.3%	-1.8%	0.8%	4.7%	1.9%	-5.7%	x	-4.5%	-7.6	-1.8
CCN1CCN(C(=O)COCc2cc(-c3ccc4c(c3)OCO4)on2)CC1	3.4%	-1.0%	1.1%	x	x	5.9%	-9.7%	6.7%	-1.9%	-3.2	3.3
COCc1cc(C)n(CC(=O)OC)c(=O)c1C#N	1.1%	-5.2%	-3.7%	0.3%	-5.9%	1.1%	u	0.8%	3.1%	6.9	2.2
Cc1noc(C)c1S(=O)(=O)Nc1ccc2c(c1)C(=O)N([C@H](C)CO)C[C@@H](C)[C@@H](CN(C)Cc1ccc3c(c1)OCO3)O2	-1.6%	x	1.9%	x	x	x	0.7%	2.6%	x	21.9	-29.3
COc1cc(/C=C/C(=O)NC(=O)c2ccccc2O)ccc1O	3.0%	0.6%	0.6%	x	4.7%	6.8%	-1.6%	-6.2%	-1.8%	6.9	8.3
O=C(OCc1nnc(-c2ccc(Cl)cc2)o1)c1ccncc1	3.2%	3.2%	-1.0%	u	6.0%	6.5%	-6.7%	7.0%	-6.4%	3.1	-9.2
Cc1ccc(S(=O)(=O)NCC(=O)NCC(=O)NCCc2ccccc2F)cc1C	2.1%	-2.5%	21.4%	x	x	x	-0.1%	0.4%	x	1.0	-3.8
Cc1c(C=O)c2ccccc2n1CCOc1ccccc1F	1.5%	3.3%	-6.4%	u	-3.3%	3.4%	-6.5%	-4.3%	3.6%	-23.1	-3.1
Cc1cccc(OCCCCn2c(CO)nc3ccccc32)c1	4.9%	2.1%	1.0%	-0.3%	10.7%	-2.1%	u	3.0%	1.3%	-15.7	3.0
Cc1cc(C)nc(NS(=O)(=O)c2ccc(NC(=O)C(C)C)cc2)n1	0.0%	0.4%	8.8%	3.8%	2.4%	4.6%	0.2%	3.1%	-5.7%	6.8	-4.3
N#C/C(C(N)=O)=C1/SC(Cc2ccc(F)cc2)C(=O)N1c1ccccc1 (stereo not drawn)	0.1%	0.8%	u	x	-0.3%	1.7%	-17.4%	-1.0%	3.4%	-10.5	2.1
O=C1CCCC/C=C\C[C@H](CC(=O)N(CCO)Cc2ccccc2)C(=O)N[C@@H](Cc2ccccc2)CO1	0.7%	x	-4.7%	x	x	x	1.0%	0.0%	x	-3.6	-0.4
